HCMV inh: inhibitors of human cytomegalovirus | HFF cells, HCMV-luciferase reporter, 72 h; active compounds read low | activity change, negative = inhibition, % at 57.5 µM | 410,000 compounds, 4.5% hits | AID 1259415; in the data active = activity change below about -60%; inconclusive = no clear call, values can overlap the other calls; inactive = above about -39%; note: % is set by controls: 0 for no effect and ±100 for the full control effect
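Screen run at 2 compound doses on HFFs infected with reporter HCMV, MOI 1 PFU/cell. Luciferase activity from cell lysates at 72 h post infection gave inhibition relative to buffer-only and Salinomycin wells.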
AmpC inh no detg: inhibitors of E. coli AmpC beta-lactamase without detergent. AmpC nitrocefin hydrolysis, absorbance 480 nm, 0.0001% Triton. Potency, µM (series often up to 57.1 µM), without a hit: at the top dose activity change, negative = inhibition, most hits filed as inhibitors. 330,000 compounds, 0.52% hits;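 note: potency is the fitted concentration of half-maximal effect; plate controls were no compound for no effect and no enzyme for full effect; nearly all actives have a fitted effect of over 20% in size; some results filed as inactive show a strong effect at the top dose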
Target sequence (P00811 whole entry, looked up): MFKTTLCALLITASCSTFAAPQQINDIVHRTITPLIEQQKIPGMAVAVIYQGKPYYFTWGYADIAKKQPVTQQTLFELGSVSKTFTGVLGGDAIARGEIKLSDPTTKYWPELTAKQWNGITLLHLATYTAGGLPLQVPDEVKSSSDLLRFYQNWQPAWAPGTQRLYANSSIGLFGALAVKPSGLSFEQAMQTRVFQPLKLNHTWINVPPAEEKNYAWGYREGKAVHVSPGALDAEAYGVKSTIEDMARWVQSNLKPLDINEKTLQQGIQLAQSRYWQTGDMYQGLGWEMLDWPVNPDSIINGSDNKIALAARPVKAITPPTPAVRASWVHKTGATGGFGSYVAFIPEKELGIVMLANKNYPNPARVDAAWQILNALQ
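20 mM phosphate pH 7.0 + 0.01% (detergent screen) or 0.0001% Triton X-100; 5.3 nM AmpC reagent; cpd preinc 15 min RT; nitrocefin (800 uM stock) to start; A480 q20 s × 4 min; Activity was normalised to no-enzyme and no-compound control wells.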
AmpC inh detg: blocks E. coli AmpC beta-lactamase in detergent assay; 370,000 compounds, 0.041% hits; Potency, µM (doses to about 114 µM), inactives show at the highest dose activity change, negative = inhibition, hits mostly inhibitors; AmpC hydrolysis of nitrocefin, absorbance 480 nm, 0.01% Triton; AID 485294; P00811;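 note: potency is the fitted concentration of half-maximal effect; 0% = no-compound wells and -100% = no-enzyme wells; nearly all actives have a fitted effect of over 25% in size; some results filed as inactive show a strong effect at the top dose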
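20 mM phosphate pH 7.0 + 0.01% (detergent screen) or 0.0001% Triton X-100; 5.3 nM AmpC reagent; cpd preinc 15 min RT; nitrocefin (800 uM stock) to start; A480 q20 s × 4 min; Activity was normalised to no-enzyme and no-compound control wells.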
AMA1-RON2 inh: AMA1-RON2 (P. falciparum) interaction inhibition; 360,000 compounds, 0.2% hits; AlphaScreen AMA1-biotinylated RON2 peptide binding; AID 720542; Potency, µM (series often up to 58.2 µM), inactives show at the highest dose activity change, negative = inhibition, hits mostly inhibitors;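 note: potency is the fitted concentration of half-maximal effect; 0% = vehicle wells and -100% = peptide control; nearly all actives have a fitted effect of over 45% in size; some results filed as inactive show a strong effect at the top dose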
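AMA1 (3D7) with his tag at 25 nM final met compounds first, then biotinylated RON2 peptide at 25 nM; detection used donor plus acceptor beads, 10 µg/mL apiece, read by AlphaScreen after 30 min at room temperature.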
Shiga inhibitor: Shiga toxin inhibition. inhibition, % at 38.7 µM. Vero cells, Shiga toxin protein synthesis inhibition reporter. 290,000 compounds, 9.2% hits. AID 2315; in the data active = inhibition mostly above about 28%, no sharp cut-off; inactive = mostly below about 43%; note: 0% is about no effect
CHX counter: counter-screen hit for Shiga toxin inhibitors, cycloheximide; cell reporter, cycloheximide protein synthesis inhibition counterscreen; max response, %; 300,000 compounds, 12% hits; in the data active = max response mostly above about 13%, no sharp cut-off; inactive = mostly below about 14%; note: read at 38.3 µM for the half of the compounds with a filed dose; 0% is about no effect
Giardia FBPA inh: blocks Giardia fructose-bisphosphate aldolase activity | AID 2451 | Potency, µM (doses to about 59.6 µM), inactives show at the highest dose activity, negative = inhibition, most hits filed as inhibitors | 290,000 compounds, 0.71% hits | A8B2U2 | purified Giardia FBPA; note: potency is the fitted concentration of half-maximal effect; % is set by controls: 0 for no effect and ±100 for the full control effect; nearly all actives have a fitted effect of over 55% in size
Target sequence (A8B2U2 whole entry, looked up): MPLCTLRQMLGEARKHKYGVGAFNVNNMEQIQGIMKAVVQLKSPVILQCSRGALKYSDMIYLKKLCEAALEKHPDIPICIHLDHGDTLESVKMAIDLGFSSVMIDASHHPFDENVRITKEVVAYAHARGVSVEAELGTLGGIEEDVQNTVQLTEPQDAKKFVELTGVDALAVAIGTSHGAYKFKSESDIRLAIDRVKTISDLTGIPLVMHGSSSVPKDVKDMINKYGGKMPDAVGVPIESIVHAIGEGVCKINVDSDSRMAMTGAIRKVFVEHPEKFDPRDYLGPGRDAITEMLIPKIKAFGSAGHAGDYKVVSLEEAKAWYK
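Giardia FBPA (40 nM reagent) was preincubated 10 min at RT with compound (up to 57.5 uM final), then substrate plus GAPDH/TPI/NAD/arsenate coupling system with diaphorase/resazurin was added; resorufin fluorescence (525/598 nm) was read after 20 min.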
Starred values were filed as active, the others as inactive; u = inconclusive; x = not tested or not shown; & = joins results of further samples; [ ] = dose if it differs, or a comment. Unless noted, calls come from the whole dose curve; as a rule, active = well fitted curve in the direction sought with a large enough effect; inconclusive = small, poorly fitted or top-dose-only effect, or another doubt; inactive = no such curve, though single readings can be large; an effect the other way counts as inactive or inconclusive.

No.	Compound	HCMV inh	AmpC inh no detg	AmpC inh detg	AMA1-RON2 inh	Shiga inhibitor	CHX counter	Giardia FBPA inh
1	O=C(COC(=O)CNC(=O)c1ccccc1)Nc1ccc(S(=O)(=O)N2CCOCC2)cc1	-17	-4%	u	16%	-11	-8	6%
2	CC(/C=C/c1ccccc1)=N\NC(=O)Cn1cncn1	20	-22%	6%	5%	15	6	1%
3	CCOc1ccc(S(=O)(=O)NCCC(=O)N2CCCC(C)C2)cc1 (stereo unspecified)	-18	-12%	u	51%[activator]	x	x	x
4	COc1ccc(CCNC(=O)CN(c2ccc(OC)cc2)S(C)(=O)=O)cc1	u	-8%	0%	21%	-13	1	3%
5	CS(=O)(=O)Nc1ccc(C(=O)N2CCN(c3ccccc3)CC2)cc1	40	0%	-6%	-8%	11	1	2%
6	Cc1ccc(C(=O)N/N=C\c2cccnc2)s1	26	-6%	2%	-5%	55*	30*	x
7	COCC(C)NS(=O)(=O)c1ccc(C(=O)NCCCn2ccc3ccccc32)cc1 (stereo unspecified)	-8	22%	1%	-6%	-17	-3	2%
8	Cc1cc(Cl)ccc1NC(=S)NCC(O)c1ccccc1 (stereo unspecified)	9	-34%	u	-13%	x	8	-5%
9	CCCCN(CC)CCCNC(=O)C1c2ccccc2C(=O)N(C)C1c1cn(C)c2ccccc12 (stereo unspecified)	75	73%[activator]	-2%	17%	-9	-5	0%
10	NCC(=O)c1cccc2ccc[n+]([O-])c12	16	-11%	-14%	-1%	-5	-5	-15%
11	COc1ccc(CNC2CC(C)N(C)CC2C)cc1OC (stereo unspecified)	-2	43%	-12%	-5%	-17	-3	u
12	N=C1c2ccccc2CN1CC(=O)c1ccccc1	-33	-22%	-13%	30%	40*	41*	-1%

Filtered by structure: the compounds so far with an aryl methoxy group (2)
No.	Compound	HCMV inh	AmpC inh no detg	AmpC inh detg	AMA1-RON2 inh	Shiga inhibitor	CHX counter	Giardia FBPA inh
4	COc1ccc(CCNC(=O)CN(c2ccc(OC)cc2)S(C)(=O)=O)cc1	u	-8%	0%	21%	-13	1	3%
11	COc1ccc(CNC2CC(C)N(C)CC2C)cc1OC (stereo unspecified)	-2	43%	-12%	-5%	-17	-3	u

(listing goes on)
No.	Compound	HCMV inh	AmpC inh no detg	AmpC inh detg	AMA1-RON2 inh	Shiga inhibitor	CHX counter	Giardia FBPA inh
13	O=C(Nc1cc(S(=O)(=O)N2CCCC2)ccc1Cl)c1ccncc1	0	-21%	x	-2%	x	x	x
14	Cn1c(=O)c2c(nc(SCC(=O)c3ccc(F)cc3)n2C)n(C)c1=O	81	-8%	-2%	-2%	24	5	4%
15	C#CCN1C(=O)C(O)(CC(=O)c2ccc(OC)c(OC)c2)c2ccccc21 (stereo unspecified)	26	-8%	u	-20%	-7	-2	4%
16	O=C(Nc1nccs1)C1CCCCN1S(=O)(=O)c1ccccc1 (stereo unspecified)	-30	-25%	10%	21%	5	2	-14%
17	CN1C2CCC1CC(NC(=O)CSCc1ccc(Cl)cc1Cl)C2 (stereo unspecified)	-9	10%	-4%	5%	6	-2	0%
18	N=c1sccn1CC(=O)Nc1ccc([N+](=O)[O-])cc1Cl	0	-9%	-11%	14%	-3	-2	5%
19	O=C(CCCCCN1C(=O)c2cccc3cccc(c23)C1=O)NCc1ccco1	4	-21%	1%	-5%	-4	0	-2%
20	COc1ccc(NC(=O)c2cccc3cccnc23)cc1S(N)(=O)=O	-18	15%	3%	2%	28	8	-14%
21	O=C(NCCN1CCCCC1)Nc1cccc(F)c1	6	-20%	7%	0%	-7	0	-2%
22	CCCOc1ccc(C(=O)N2CCCC2C(=O)O)cc1 (stereo unspecified)	33	-7%	u	-10%	5	-3	0%
23	NS(=O)(=O)c1ccc(NC(=O)COC(=O)COc2ccc(Cl)cc2)cc1	0	-38%	-1%	-3%	-4	-2	-3%
24	NCC12CC3CC(C1)CC(CN)(C3)C2	-5	-10%	-3%	24%	-12	-10	7%

Complete entries as entered above. Values in the order: HCMV inh, AmpC inh no detg, AmpC inh detg, AMA1-RON2 inh, Shiga inhibitor, CHX counter, Giardia FBPA inh
`N=C1c2ccccc2CN1CC(=O)c1ccccc1` reads -33, -22%, -13%, 30%, 40*, 41*, -1%
`CS(=O)(=O)Nc1ccc(C(=O)N2CCN(c3ccccc3)CC2)cc1` reads 40, 0%, -6%, -8%, 11, 1, 2%

More results.
No.	Compound	HCMV inh	AmpC inh no detg	AmpC inh detg	AMA1-RON2 inh	Shiga inhibitor	CHX counter	Giardia FBPA inh
25	CC(=O)c1ccc(S(=O)(=O)Nc2ccc(C(=O)NCC(c3cccs3)N3CCOCC3)cc2)cc1 (stereo unspecified)	-7	-15%	u	-8%	x	x	x
26	Cc1cc(C)cc(NC(=O)/C=C/c2ccc([N+](=O)[O-])s2)c1	-92*	-22%	8%	-2%[2.32 µM]	-10	-7	4%
27	OCCC1CN(CCCn2cccn2)CCN1Cc1ccccc1 (stereo unspecified)	-15	-4%	8%	1%	-2	4	0%
28	CCCCOc1cc(CC2CNC(=O)N2)ccc1OC (stereo unspecified)	-15	x	x	-2%	x	x	3%&0%
29	CCOC(=O)C(C)Sc1ncnc2c1c(-c1ccccc1)cn2-c1ccc(OC)cc1 (stereo unspecified)	u	22%	-5%	-14%	11	-3	0%
30	Cc1cc(OCC(=O)NC(C)C)ccc1Cl	45	-12%	-9%	4%	32	9	3%
31	COc1cc(C)ccc1OCCOCCOc1ccccc1Br	4	37%	-7%	86%[activator]	27	-3	2%
32	Cc1nc(CNS(=O)(=O)c2ccc(Oc3ccccc3)cc2)cs1	-90*	-7%	u	-8%	2	-2	-7%
33	Cc1ccc(S(=O)(=O)NC2c3cccc4cccc(c34)C2Sc2nc(C)cc(C)n2)cc1 (stereo unspecified)	1	-15%	-20%	-5%	-6	-2	-1%
34	CN1CCN(c2nnc(-c3cccs3)c3ccccc23)CC1	7	-3%	2%	-4%	14	6	-2%
35	CCOC(=O)c1ccc(NC(=O)CN2C(=O)CN(C(C)=O)C2=S)cc1	-8	-17%	-8%	10%	-18	4	-17%
36	Cn1cccc1-c1cc(C(=O)N/N=C/c2ccccc2Cl)[nH]n1	0	-42%	-8%	48%[activator]	80*	20*	-4%
37	COc1ccc(N(CC(=O)N2c3ccccc3CC2C)S(=O)(=O)c2c(C)nn(C)c2C)cc1 (stereo unspecified)	13	166%[activator]	-9%	-3%	-4	-3	1%
38	COc1ccc(CNS(=O)(=O)c2ccc3c(c2)N(C(C)=O)CC(C)S3)cc1 (stereo unspecified)	-91*	12%	-1%	-3%	-5	0	x
39	CCCn1c(SCC(=O)N2CCOCC2)nnc1-c1ccncc1	u	-8%	u	-4%	-8	-5	4%
40	Cc1ccc(C)c(NC(=O)CCc2nnc3ccc(NCc4ccco4)nn23)c1	22	3%	1%	-3%	-9	-2	9%
41	Cc1ccc(S(=O)(=O)NCc2ccccc2)cc1C(=O)NCC(C)(C)N1CCOCC1	7	-8%	-10%	49%[activator]	x	x	x
42	Cc1cc(C(=O)CSc2nnc(Cc3ccccc3)o2)c(C)n1Cc1ccc2c(c1)OCO2	59	-39%	3%	-2%	8	-1	2%
43	O=C(c1ccco1)N1CCN(S(=O)(=O)c2cccc([N+](=O)[O-])c2)CC1	28	-7%	-1%	-3%	11	-3	6%
44	O=C(NCC1CCCO1)C1CC(=O)N(C2CCCCCC2)C1 (stereo unspecified)	-18	3%	2%	10%	-14	-2	3%
45	CCOC(=O)c1c(CN2CCC(C)CC2)oc2ccc(OC)cc12	47	48%	-4%	-15%	-23	13	-7%
46	COc1ccc(-n2c3nc4ccccc4nc3c3c(=N)oc(C)nc32)cc1	-21	-34%	u	10%	-8	-5	-16%
47	Cc1occc1C(=O)NNC1=CC(=O)CC(C)(C)C1	22	-19%	-4%	22%	25	-3	0%
48	CC1=C(C(=O)OCc2ccccc2)C(c2ccccc2OC(F)F)NC(=O)N1 (stereo unspecified)	-16	-5%	u	-14%	-18	-4	-6%
49	Cc1noc(C)c1C(=O)N1CCC(C(=O)c2ccccc2)CC1	10	88%[activator]	0%	15%	-4	-3	3%
50	Cc1cccc(C(=O)NCC(=O)Nc2ccncc2)c1	-31	-16%	u	1%	x	x	x
51	CC(C)(Cc1ccc(O)cc1)NC(=O)SCc1ccccc1	-20	-34%	-8%	-15%	12	9	7%
52	COC/C=C/C1=CC2=CC(=O)C(C)(OC(=O)c3cnc4ccccc4n3)C(=O)C2=CN1C(CO)CO (stereo unspecified)	17	44%	-2%	-5%	-5	-4	u
53	CC(=O)c1c(COC(=O)c2ccco2)nc2ccccc2[n+]1[O-]	27	-20%	5%	-5%	19	11	8%
54	O=c1[nH]c2ccccc2cc1CN(Cc1cccnc1)S(=O)(=O)c1ccc([N+](=O)[O-])cc1	u	2%	0%	-1%	-8	-7	x
55	CCOC(=O)c1ccc(N2C(=O)C(O)=C(C(C)=O)C2c2ccccn2)cc1 (stereo unspecified)	-16	-16%	u	7%	12	9	5%
56	COc1ccc(NC(=O)CN2C(=O)COc3ccc(S(=O)(=O)N4CCOCC4)cc32)cc1Cl	21&-1	-27%	-1%&3%	-6%	-8	2	9%
57	CCOc1ccc(N2C(=O)C3C(c4ccccc4F)NN(C(=O)c4ccc(C)cc4)C3C2=O)cc1 (stereo unspecified)	10	0%	4%	0%	11	-2	-4%
58	C[N+]1(CCn2ccc3ccccc32)CCCCC1	26	-13%	-2%	-1%	-13	-3	2%
59	CCOC(=O)c1sc(NC(=O)C2CC(=O)N(c3ccc(OCC)cc3)C2)nc1C (stereo unspecified)	-33	-2%	-6%	0%	-5	-2	x
60	COc1ccc([C@H]2CC(=O)C=C(c3ccc4cc[nH]c4c3)C2)cc1	-13	-5%	0%	-7%	x	x	x
61	NC(=O)CC(NC(=O)c1cccc(Br)c1)c1ccc(N2CCN(c3ccc(F)cc3)CC2)c([N+](=O)[O-])c1 (stereo unspecified)	-1	-21%	-15%	5%	-5	-1	5%
62	O=C(COc1ccc(F)cc1Br)Nc1ccccc1N1CCOCC1	-3	-4%	4%	-8%	x	x	x
63	Cn1c(=O)[nH]c(=O)c2c1nc(N1CCN(CCO)CC1)n2Cc1ccccc1Cl	-7	20%	9%	2%	7	5	-5%
64	CC1CCN(S(=O)(=O)c2ccc3[nH]c(=O)ccc3c2)CC1	33	-20%	-9%	14%	-6	1	15%

Screening data from PubChem BioAssay.
